Screening data deposited in PubChem by several laboratories.
Diaph inh CS = counter-screen for diaphorase-based assays: diaphorase inhibitors and chemical oxidizers; diaphorase resazurin-to-resorufin fluorescence, NADH, 16 min; bacterial (C. kluyveri) enzyme, not human; inhibition, % at 20 µM; 0.69% of 190,000 active; AID 1217;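 active = primary screen inhibition at 20 µM above a set limit, cut at about 50% in these data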;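 also: plate controls were DMSO with full reaction for no effect and wells lacking NADH for full effect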
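System: Diaphorase enzyme from Clostridium kluyveri | Amount: Enzyme working solution with 0.14 U/mL diaphorase | Benchmarks: No-NADH positive control and DMSO neutral control | Signal: Fluorescence of resorufin formed from resazurin, Ex 544/Em 590 nm | Schedule: 16-min room-temperature incubation before reading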
STAT3 activator = STAT3 signaling activation | activation (% of control), % at 5.6 µM | 0.91% of 190,000 active | U3A cells, IL-6 STAT3-luciferase reporter, luminescence; 100% = signal with IL-6 EC80 alone | AID 871;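 active = activation above the screen-wide mean of compound activation plus 3 SD, cut at about 130% in these data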;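 also: 0% = background luminescence of wells with medium and substrate only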
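Material: STAT3-luciferase reporter U3A cells. Controls: IL-6-treated wells, 100% activation. Read-out: % activation versus median of IL-6-stimulated wells. Probe or stimulus: IL-6 stimulus at 33 ng/mL final. Timing: compound 1 h, then IL-6 6 h at 37 °C. Signal: reporter luminescence signal.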
Diaphorase act = activates diaphorase or chemically reduces, flagging diaphorase assay artifacts. activation factor at 20 µM. Diaphorase/resazurin coupled assay, resorufin fluorescence, 16 min; active compounds read high; 1 = vehicle wells, 0 = NADH-free wells. AID 1229. 0.005% of 190,000 active;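 active = diaphorase activity raised at least twofold by the compound at 20 µM; inactive = activation factor below 2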
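Material: bacterial diaphorase enzyme (C. kluyveri); amount: enzyme 0.07 U/mL final; reagent: NADH substrate 0.114 mM plus resazurin dye 0.1 mM, final; doses: single compound dose of 20 µM, 1% DMSO final; timing: 16 min enzyme reaction, ambient temperature; measured by: fluorescence of resorufin, 544 nm excitation, 590 nm emission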
G6PDH counter = counter-screen for G6PDH assay hits: L. mesenteroides G6PDH inhibition; Purified L. mesenteroides G6PDH, diaphorase/resazurin coupled fluorescence, 45 min; inhibition, % at 5 µM; 0.12% of 200,000 active; AID 1020; in the data active = inhibition above about 50%
STAT3 blocker = reduces IL-6 driven STAT3 reporter signal; U3A cells, IL-6 STAT3-luciferase reporter, luminescence; host cell line lacks STAT1; inhibition, % at 5.5 µM; 0.89% of 190,000 active; AID 862;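 active = inhibition above the mean inhibition across all screened compounds plus 3 SD, cut at about 44% in these data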;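 also: 0% = DMSO only wells and 100% = 100 µM nifuroxazide control wells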
STAT1 inh = inhibitors of IFN-gamma induced STAT1 signaling; NIH 3T3 STAT1-luciferase reporter, luminescence; inhibition, % at 5.5 µM; 0.35% of 200,000 active; AID 920;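 active = inhibition above a set limit, the mean inhibition across all tested compounds plus 3 SD, cut at about 34% in these data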;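 also: 0% = IFN-gamma with DMSO and 100% = IFN-gamma with 300 µM nifuroxazide; values of inactives mirror those of a sister screen read the other way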
APP 5UTR inh = APP translation inhibition; SH-SY5Y APP 5'UTR-luciferase reporter, luminescence; inhibition, % at 2 µM; 0.82% of 190,000 active; AID 1285;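 active = inhibition above a set limit, derived from the sample mean plus 3 SD, cut at about 45% in these data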; also: values of inactives mirror those of a sister screen read the other way
STAT1 act = increases IFN-gamma driven STAT1 reporter signal; AID 932; 2.6% of 200,000 active; NIH 3T3 STAT1-luciferase reporter, luminescence; 100% = IFN-gamma alone, no compound; activation (% of control), % at 5.5 µM;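 active = activation above the screen-wide mean activation plus 3 SD, cut at about 130% in these data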;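 also: raw ratio to IFN-gamma control signal so 100% means no change and 0% no light; values of inactives mirror those of a sister screen read the other way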
Hsp70 act = transcriptional activators of Hsp70. HeLa Hsp70 promoter luciferase reporter, luminescence; scaled: vehicle 0, proteasome-inhibitor control 100%. activation, % at 10 µM. 0.04% of 200,000 active. AID 1203;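 active = activation above the mean across all tested compounds plus 3 SD, cutoff set per campaign, cut at about 5.5% in these data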;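 also: 100% = MG132 at 30 µM as the positive control and 0% = DMSO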
TLR4 MyD88 comp = inhibitors of human TLR4-MyD88 binding. O00206+Q99836. HeLa CL3-4 TLR4/MyD88 BLA complementation, FRET ratio. inhibition, % at 8.4 µM. 0.18% of 200,000 active. AID 861; in the data active = inhibition above about 25%;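 also: 0% = vehicle and 100% = reference inhibitor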
Target sequence (O00206 whole entry, looked up): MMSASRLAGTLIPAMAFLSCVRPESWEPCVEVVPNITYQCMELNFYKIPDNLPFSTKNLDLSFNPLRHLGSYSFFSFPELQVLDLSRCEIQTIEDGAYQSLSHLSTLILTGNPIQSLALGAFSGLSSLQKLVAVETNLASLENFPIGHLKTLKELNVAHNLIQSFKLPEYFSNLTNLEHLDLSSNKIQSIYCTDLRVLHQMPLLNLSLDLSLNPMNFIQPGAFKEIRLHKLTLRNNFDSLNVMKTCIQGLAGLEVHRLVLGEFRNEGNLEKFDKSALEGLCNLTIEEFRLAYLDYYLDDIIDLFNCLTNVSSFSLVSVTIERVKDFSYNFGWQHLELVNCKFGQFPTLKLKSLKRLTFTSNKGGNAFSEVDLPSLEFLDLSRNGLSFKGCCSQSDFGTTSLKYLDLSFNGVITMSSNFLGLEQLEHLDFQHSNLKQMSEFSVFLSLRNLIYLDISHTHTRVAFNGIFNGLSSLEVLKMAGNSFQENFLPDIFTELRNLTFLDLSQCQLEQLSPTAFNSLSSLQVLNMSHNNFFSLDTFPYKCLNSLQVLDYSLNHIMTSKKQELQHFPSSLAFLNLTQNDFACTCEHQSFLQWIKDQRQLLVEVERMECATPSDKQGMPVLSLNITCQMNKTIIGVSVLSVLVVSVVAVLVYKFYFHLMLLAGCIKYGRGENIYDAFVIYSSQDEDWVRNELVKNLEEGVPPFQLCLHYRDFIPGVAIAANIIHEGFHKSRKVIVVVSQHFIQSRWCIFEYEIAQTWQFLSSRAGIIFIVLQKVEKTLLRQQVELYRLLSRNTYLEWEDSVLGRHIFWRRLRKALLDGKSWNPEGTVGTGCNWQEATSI
Target sequence (Q99836 whole entry, looked up): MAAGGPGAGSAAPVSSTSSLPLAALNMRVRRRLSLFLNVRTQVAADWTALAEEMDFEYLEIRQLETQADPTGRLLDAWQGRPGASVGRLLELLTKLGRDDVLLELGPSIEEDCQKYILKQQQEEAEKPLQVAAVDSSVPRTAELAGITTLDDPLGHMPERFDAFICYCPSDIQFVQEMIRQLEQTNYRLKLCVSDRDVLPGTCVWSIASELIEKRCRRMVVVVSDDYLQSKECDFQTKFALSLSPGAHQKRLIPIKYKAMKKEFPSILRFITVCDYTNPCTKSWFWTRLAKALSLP
The depositor's hits bear a star.

For Cc1ccc2c(c1)/C(=C/c1ccco1)C(=O)N2 the results were Diaph inh CS 40, STAT3 activator 86, Diaphorase act 0.6, G6PDH counter 4, STAT3 blocker 24, STAT1 inh 8, APP 5UTR inh -28, STAT1 act 93, Hsp70 act -0.1 and TLR4 MyD88 comp -20.
For C=CCC(C)(NCc1ccccc1)c1ccco1 (configuration not stated) the results were Diaph inh CS 12, STAT3 activator 99, Diaphorase act 0.9, G6PDH counter 7, STAT3 blocker 5, STAT1 inh -6, APP 5UTR inh -14, STAT1 act 105, Hsp70 act -0.5 and TLR4 MyD88 comp -5.
`CCCn1c(-c2ccc(OC)cc2)nc2ccccc21` gave Diaph inh CS 16, STAT3 activator 100, Diaphorase act 0.8, G6PDH counter 4, STAT3 blocker 4, STAT1 inh 8, APP 5UTR inh -16, STAT1 act 92, Hsp70 act -0.1 and TLR4 MyD88 comp 11.
CCN1C(c2ccccc2)C(C)C(=O)C(C)C1c1ccccc1 (configuration not stated) was read as Diaph inh CS 14, STAT3 activator 103, Diaphorase act 0.9, G6PDH counter 14, STAT3 blocker 3, STAT1 inh -4, APP 5UTR inh -13, STAT1 act 104, Hsp70 act -0.5 and TLR4 MyD88 comp 9.
Screening Cc1ccc(NC(CNS(=O)(=O)c2ccc(Cl)cc2)c2ccccc2)cc1 (configuration not stated) returned Diaph inh CS 26, STAT3 activator 106, Diaphorase act 0.7, G6PDH counter 6, STAT3 blocker 5, STAT1 inh -2, APP 5UTR inh -10, STAT1 act 102, Hsp70 act 0.2 and TLR4 MyD88 comp 8.
COc1cccc(-c2ccc(C#N)c(OC(=O)c3c(Cl)cccc3Cl)n2)c1 was read as Diaph inh CS 18, STAT3 activator 102, Diaphorase act 0.8, G6PDH counter -6, STAT3 blocker -1, STAT1 inh -4, APP 5UTR inh -1, STAT1 act 104, Hsp70 act -0.1 and TLR4 MyD88 comp -2.
For CCOC(=O)COc1ccc(S(=O)(=O)NCCC2=CCCCC2)cc1 the results were Diaph inh CS 1, STAT3 activator 107, Diaphorase act 1, G6PDH counter 3, STAT3 blocker -8, STAT1 inh 4, APP 5UTR inh 4, STAT1 act 97, Hsp70 act -0.3 and TLR4 MyD88 comp -3.
O=C(CSc1ccc2nnc(-c3ccc(Cl)cc3)n2n1)N1CCc2ccccc21 was read as Diaph inh CS 13, STAT3 activator 101, Diaphorase act 0.9, G6PDH counter -41, STAT3 blocker 7, STAT1 inh 2, APP 5UTR inh -2, STAT1 act 98, Hsp70 act -0.2 and TLR4 MyD88 comp 7.
CCCN(C#N)c1nc(NCC)nc(NC(C)C)n1 was read as Diaph inh CS 16, STAT3 activator 108, Diaphorase act 0.8, G6PDH counter 1, STAT3 blocker -8, STAT1 inh 10, APP 5UTR inh -2, STAT1 act 91, Hsp70 act 0.1 and TLR4 MyD88 comp -6.
Screening Cc1ccc(C(=O)c2ccccc2C(=O)OCC(=O)NCC2CCCO2)cc1 (configuration not stated) returned Diaph inh CS 4, STAT3 activator 97, Diaphorase act 1, G6PDH counter 6, STAT3 blocker 8, STAT1 inh 6, APP 5UTR inh -17, STAT1 act 93, Hsp70 act -0.2 and TLR4 MyD88 comp -7.
`COc1ccc(NC(=O)Cc2ccc(Cl)cc2Cl)cn1` gave Diaph inh CS 5, STAT3 activator 89, Diaphorase act 1, G6PDH counter 2, STAT3 blocker 17, STAT1 inh 4, APP 5UTR inh 0, STAT1 act 93, Hsp70 act 0.1 and TLR4 MyD88 comp 10.
For O=C(/C=C/c1ccc2c(c1)OCO2)Nc1nc(-c2ccccc2)cs1 the results were Diaph inh CS 16, STAT3 activator 74, Diaphorase act 0.8, G6PDH counter -3, STAT3 blocker 40, STAT1 inh 2, APP 5UTR inh -21, STAT1 act 98, Hsp70 act -0.4 and TLR4 MyD88 comp -7.
For CCN(CC)C(NC(=O)c1ccccc1)C(=O)c1ccccc1 (configuration not stated) the results were Diaph inh CS 14, STAT3 activator 104, Diaphorase act 0.9, G6PDH counter 6, STAT3 blocker 7, STAT1 inh -9, APP 5UTR inh -45, STAT1 act 108, Hsp70 act 0.1 and TLR4 MyD88 comp 0.
Screening Cc1cccc(OCCCC(=O)NC(C)C)c1 returned Diaph inh CS 4, STAT3 activator 94, Diaphorase act 1, G6PDH counter 3, STAT3 blocker 11, STAT1 inh 6, APP 5UTR inh 13, STAT1 act 95, Hsp70 act -0.2 and TLR4 MyD88 comp -5.
For COc1ccc(-n2nnc3c(SCC(=O)NCc4ccco4)ncnc32)cc1 the results were Diaph inh CS 9, STAT3 activator 96, Diaphorase act 0.9, G6PDH counter 2, STAT3 blocker 5, STAT1 inh 1, APP 5UTR inh 0, STAT1 act 99, Hsp70 act 0.5 and TLR4 MyD88 comp 10.

Three compounds drawn at random from the list so far, as already listed:
CCCN(C#N)c1nc(NCC)nc(NC(C)C)n1 was read as Diaph inh CS 16, STAT3 activator 108, Diaphorase act 0.8, G6PDH counter 1, STAT3 blocker -8, STAT1 inh 10, APP 5UTR inh -2, STAT1 act 91, Hsp70 act 0.1 and TLR4 MyD88 comp -6.
For C=CCC(C)(NCc1ccccc1)c1ccco1 (configuration not stated) the results were Diaph inh CS 12, STAT3 activator 99, Diaphorase act 0.9, G6PDH counter 7, STAT3 blocker 5, STAT1 inh -6, APP 5UTR inh -14, STAT1 act 105, Hsp70 act -0.5 and TLR4 MyD88 comp -5.
Screening Cc1cccc(OCCCC(=O)NC(C)C)c1 returned Diaph inh CS 4, STAT3 activator 94, Diaphorase act 1, G6PDH counter 3, STAT3 blocker 11, STAT1 inh 6, APP 5UTR inh 13, STAT1 act 95, Hsp70 act -0.2 and TLR4 MyD88 comp -5.

Going on with the list.
`O=C1NC(c2ccc3c(c2)OCO3)Oc2ccccc21` (configuration not stated) gave Diaph inh CS 11, STAT3 activator 93, Diaphorase act 0.9, G6PDH counter 3, STAT3 blocker 13, STAT1 inh -2, APP 5UTR inh -8, STAT1 act 102, Hsp70 act -0.1 and TLR4 MyD88 comp 0.
Cc1ccc(OCc2nc(-c3ccccc3)no2)c(C)c1 was read as Diaph inh CS 25, STAT3 activator 92, Diaphorase act 0.8, G6PDH counter 2, STAT3 blocker 10, STAT1 inh -70, APP 5UTR inh -120, STAT1 act 163*, Hsp70 act 0.5 and TLR4 MyD88 comp -7.
`O=C(c1cc2nc(-c3ccco3)cc(C(F)(F)F)n2n1)N1CCc2ccccc2C1` gave Diaph inh CS 13, STAT3 activator 95, Diaphorase act 0.9, G6PDH counter 2, STAT3 blocker 8, STAT1 inh -4, APP 5UTR inh 4, STAT1 act 104, Hsp70 act -0.1 and TLR4 MyD88 comp 3.
COc1cc(/C=N/N=C2/NC(=O)C(Cc3ccc(F)cc3)S2)ccc1O (configuration not stated) was read as Diaph inh CS 14, STAT3 activator 103, Diaphorase act 0.9, G6PDH counter -2, STAT3 blocker 1, STAT1 inh -7, APP 5UTR inh -7, STAT1 act 103, Hsp70 act -0.2 and TLR4 MyD88 comp 2.
Screening COC(=O)c1c(C)[nH]c(O)c1C=Nc1ccc(C#N)cc1 returned Diaph inh CS 12, STAT3 activator 76, Diaphorase act 0.9, G6PDH counter 12, STAT3 blocker 32, STAT1 inh -11, APP 5UTR inh 14, STAT1 act 108, Hsp70 act -0.2 and TLR4 MyD88 comp 6.
For COc1ccc(NC(=O)CSc2nnc(Cn3nnc4ccccc43)n2C)cc1 the results were Diaph inh CS 17, STAT3 activator 105, Diaphorase act 0.8, G6PDH counter 6, STAT3 blocker -5, STAT1 inh -8, APP 5UTR inh -12, STAT1 act 108, Hsp70 act 0.0 and TLR4 MyD88 comp 1.
For CCOC(=O)C(=O)c1cn(C2OCC(OC(C)=O)C(OC(C)=O)C2OC(C)=O)c2ccccc12 (configuration not stated) the results were Diaph inh CS 8, STAT3 activator 107, Diaphorase act 0.9, G6PDH counter 6, STAT3 blocker -6, STAT1 inh 2, APP 5UTR inh 16, STAT1 act 99, Hsp70 act -0.1 and TLR4 MyD88 comp -12.
Screening COc1ccc(CC(=O)Nc2c3c(nn2-c2cccc(C)c2C)CS(=O)C3)cc1 (configuration not stated) returned Diaph inh CS 15, STAT3 activator 109, Diaphorase act 0.8, G6PDH counter 18, STAT3 blocker -8, STAT1 inh -1, APP 5UTR inh 30, STAT1 act 101, Hsp70 act -0.1 and TLR4 MyD88 comp -7.
Screening CCOC(=O)C1=C(C)NC2=C(C(=O)c3ccccc32)C1c1ccc(O)cc1 (configuration not stated) returned Diaph inh CS 19, STAT3 activator 97, Diaphorase act 0.8, G6PDH counter 6, STAT3 blocker 5, STAT1 inh 7, APP 5UTR inh -2, STAT1 act 94, Hsp70 act -0.4 and TLR4 MyD88 comp 2.
`CCCS(=O)(=O)n1nc(-c2ccc(C)cc2)cc1N` gave Diaph inh CS 16, STAT3 activator 96, Diaphorase act 0.8, G6PDH counter -4, STAT3 blocker 13, STAT1 inh -5, APP 5UTR inh 2, STAT1 act 105, Hsp70 act 0.0 and TLR4 MyD88 comp -2.
For COc1ccc(N(CC(=O)NCc2ccccc2OC)S(=O)(=O)c2c(C)nn(C)c2C)cc1 the results were Diaph inh CS 16, STAT3 activator 106, Diaphorase act 0.8, G6PDH counter 5, STAT3 blocker 2, STAT1 inh -2, APP 5UTR inh 6, STAT1 act 102, Hsp70 act -0.2 and TLR4 MyD88 comp 2.
For COc1cccc(C(=O)O/N=C2\CCS(=O)(=O)c3sccc32)c1 the results were Diaph inh CS 5, STAT3 activator 99, Diaphorase act 0.9, G6PDH counter 13, STAT3 blocker 7, STAT1 inh -2, APP 5UTR inh 14, STAT1 act 100, Hsp70 act -0.2 and TLR4 MyD88 comp 14.
COc1cccc(C2NC(=O)c3ccccc3O2)c1OCc1ccccc1F (configuration not stated) was read as Diaph inh CS 24, STAT3 activator 97, Diaphorase act 0.8, G6PDH counter 4, STAT3 blocker 6, STAT1 inh -11, APP 5UTR inh -10, STAT1 act 108, Hsp70 act 0.1 and TLR4 MyD88 comp -23.
CCOC(=O)c1oc2ccc(OC)cc2c1NC(=O)CN1CCN(C)CC1 was read as Diaph inh CS 7, STAT3 activator 106, Diaphorase act 0.9, G6PDH counter 6, STAT3 blocker -8, STAT1 inh -1, APP 5UTR inh 0, STAT1 act 101, Hsp70 act -0.2 and TLR4 MyD88 comp -22.
